# From PubChem BioAssay
# 14-3-3g Raf: modulators of 14-3-3 gamma protein binding, primary screen, biochemical, fluorescence polarization; 160,000 compounds, 0.19% hits; inhibition, % at 40 µM; FP, 14-3-3gamma / TMR-pS259-Raf peptide binding; 14-3-3 protein gamma (Homo sapiens), P61981; in the data active means inhibition above about 30%;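 further: 0% = protein plus tracer without compound and 100% = blank with tracer alone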
# Target sequence (P61981 whole entry, looked up): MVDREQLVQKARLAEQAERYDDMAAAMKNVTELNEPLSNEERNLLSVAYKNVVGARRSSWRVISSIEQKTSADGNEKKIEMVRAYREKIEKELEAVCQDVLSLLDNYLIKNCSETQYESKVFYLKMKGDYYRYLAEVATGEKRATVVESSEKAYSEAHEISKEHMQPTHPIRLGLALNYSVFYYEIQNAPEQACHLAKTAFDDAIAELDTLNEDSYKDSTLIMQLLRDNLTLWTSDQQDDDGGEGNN
# * = called active by the depositor; & = joins results of further samples. This is a subset; rates above refer to the full screens.
# The first 2 compounds, ahead of the listing:
canonical_smiles	14-3-3g Raf
O=C(CCS(=O)(=O)c1cccc2nonc12)NC1CCCCCC1	6
Cc1ccccc1OCC(=O)Nc1ccc(N2CCN(C(=O)C(C)C)CC2)c(Cl)c1	-7

# All compounds of this part, from the first entry:
canonical_smiles	14-3-3g Raf
O=C(CCS(=O)(=O)c1cccc2nonc12)NC1CCCCCC1	6
Cc1ccccc1OCC(=O)Nc1ccc(N2CCN(C(=O)C(C)C)CC2)c(Cl)c1	-7
COc1ccc(NC(=O)CSc2c[nH]c3ccccc23)cc1	-8
CS(=O)(=O)c1nc2ccccc2[nH]1	1
Cc1ccc(-c2cnc3ccccc3n2)cc1C	-5
Cn1c(C(=O)OCC(=O)NCc2ccco2)cc2sccc21	-4
CCCCn1c(SCC(=O)N2CCCc3ccccc32)nc2c1c(=O)n(C)c(=O)n2C	1
CC1=C(C(=O)OCC2CCCCC2)C(c2ccccc2F)NC(=O)N1 (stereo not drawn)	-5
Cc1ccc(Nc2cc(C(=O)NCCCN3CCOCC3)c3ccccc3n2)cc1C	-4
COc1ccc2ccc(OC)c(C3NC(=S)NC(C)=C3C(N)=O)c2c1 (stereo not drawn)	5
CCN(CC)C(=O)CN1C(=O)C2(Nc3ccccc3C(=O)N2c2cccc(C(F)(F)F)c2)c2ccccc21 (stereo not drawn)	6
COc1ccccc1CNC(=O)COC(=O)c1cnccn1	-9
COc1cccc(CNC(=O)CCCn2c(=S)[nH]c3cc4c(cc3c2=O)OCO4)c1	-3
Cc1nc(NCc2ccccc2Cl)c2c(C)c(C)sc2n1	-2
O=C(Nc1c(C(=O)O)[nH]c2ccccc12)NC1CCCCC1	-10
Nc1cc(CN2C(=O)c3ccccc3C2=O)cc(Cl)c1O	-5
O=c1c2c3c(sc2ncn1Cc1ccc(F)cc1)CCC3	-112
O=C1CC(C(=O)Nc2ccc([N+](=O)[O-])cc2O)C2(CCCCC2)O1 (stereo not drawn)	-15
CC(C)(C)c1[nH]nc2c1C(c1ccc(OC(=O)c3ccco3)cc1)C(C#N)=C(N)O2 (stereo not drawn)	0
COc1ccc(OC)c(C(c2nnnn2CCc2ccccc2)N2CCN(c3ccccc3)CC2)c1 (stereo not drawn)	1
Cc1csc2nc(CNS(=O)(=O)N(C)C)cn12	-12
O=C(Nc1ccc2c(c1)OCO2)c1cccc(S(=O)(=O)N2CCCC2)c1	0
COc1ccc(N=Cc2cccc([N+](=O)[O-])c2O)cc1	0
CCOC(=O)c1sc2ncnc(N3CCN(c4ccc([N+](=O)[O-])cc4)CC3)c2c1C	4
O=C1NCC(COCc2ccco2)O1 (stereo not drawn)	-3&2

# Exported with the structure last: part of the list above.
14-3-3g Raf,compound
-12,Cc1csc2nc(CNS(=O)(=O)N(C)C)cn12
-2,Cc1nc(NCc2ccccc2Cl)c2c(C)c(C)sc2n1
-8,COc1ccc(NC(=O)CSc2c[nH]c3ccccc23)cc1

# Additional entries.
canonical_smiles	14-3-3g Raf
O=C(Nc1ccc2c(c1)nc1n2CCOC1)c1ccccc1	-7
CCc1ccc(NC(=O)c2noc3c2CCC3)cc1	-66
Cc1nc(NCCCN(C)C)c2sc3nc4c(cc3c2n1)COC(C)(C)C4	-6
CCC(Cc1ccccc1)NC(=O)c1oc(=O)c2ccccc2c1-c1ccccc1 (stereo not drawn)	9
Cc1cccc(NC(c2ccccc2)c2ccc3ccc(C)nc3c2O)n1 (stereo not drawn)	-1
Cc1ccc(S(=O)(=O)Nc2cc([N+](=O)[O-])ccc2Cl)cc1	-8
O=C(Nc1nc2ccccc2s1)c1c(O)c2cccc3c2n(c1=O)CC3	-6
COc1ccc2nc(NC(=O)c3ccc(C#N)cc3)sc2c1	-8
O=C1CC(NCc2ccc(F)cc2)C(=O)N1c1ccc(Cl)cc1 (stereo not drawn)	-4
NS(=O)(=O)c1ccc(CCNC(=O)c2sc3ccccc3c2Cl)cc1	-7
CCCCOC(=O)C1=C(C)Nc2ncnn2C1c1ccccc1F (stereo not drawn)	-2
Cc1cccc(NC(=O)C2C3C=CC4(O3)C2C(=O)N(C2CC2)C4C(=O)NC2CCCC(C)C2C)c1 (stereo not drawn)	1
O=C(NCc1ccco1)C1CCCN(S(=O)(=O)c2cccc3nonc23)C1 (stereo not drawn)	-45&-89
CCOC(=O)CNS(=O)(=O)c1ccc2[nH]cc(C(=O)O)c(=O)c2c1	-26
O=C1CSC(c2ccc(Br)cc2)N1c1cccc(C(F)(F)F)c1 (stereo not drawn)	0
O=C(O)CSc1nnc(-c2ccc(S(=O)(=O)N3CCCC3)cc2)n1Cc1ccco1	-2
O=C(CC1SC(=NC2CCCCC2)NC1=O)Nc1ccccc1 (stereo not drawn)	-8&-10
Cc1ccccc1NC(=O)C(=O)NCC1CCCO1 (stereo not drawn)	9
Cc1nc2ccc(C(=O)NC(C)CCc3ccccc3)cc2nc1C (stereo not drawn)	-2
O=C(Nc1cccc(F)c1)c1sc(=S)n2c1[nH]c(=O)c1ccccc12	-45
CCOC(=O)c1c(N2C(=O)C3CC(C)=C(C)CC3C2=O)sc(C)c1C (stereo not drawn)	5
COC(=O)c1ccc(C2C(C(=O)OC(C)C)=C(C)NC3=C2C(=O)CCC3)cc1 (stereo not drawn)	0
Cc1cccc(C)c1NC(=O)CSc1ncnc2sc(C)c(C)c12	-1
C=CCC(CC=C)(C(=O)O)c1ccccc1	-2
Cc1ccc(-n2c(SCC(=O)OC(C)C)nnc2-c2ccco2)cc1	-9

# Random excerpt: 4 entries already listed
canonical_smiles	14-3-3g Raf
CCOC(=O)c1c(N2C(=O)C3CC(C)=C(C)CC3C2=O)sc(C)c1C (stereo not drawn)	5
Cc1ccc(S(=O)(=O)Nc2cc([N+](=O)[O-])ccc2Cl)cc1	-8
NS(=O)(=O)c1ccc(CCNC(=O)c2sc3ccccc3c2Cl)cc1	-7
CCCCOC(=O)C1=C(C)Nc2ncnn2C1c1ccccc1F (stereo not drawn)	-2

# (list continues)
canonical_smiles	14-3-3g Raf
CCOC(=O)C1CCN(C(=O)COc2ccc(S(=O)(=O)NC(C)C)cc2)CC1	-7
COc1ccccc1Nc1nc(C)cc(C)c1C#N	-2
COc1ccc(N2C(=O)C3CCCN3C2c2ccccc2Cl)cc1 (stereo not drawn)	-4
COc1cc(-c2ccc(NC(=O)c3ccc(C)cc3)c(OC)c2)ccc1NC(=O)c1ccc(C)cc1	-14
CCOc1cccc(OCCCCN2CCOCC2)c1	0
Cc1ccc(C)c(Oc2cc(F)nc(N)n2)c1	-3
O=C(c1cc([N+](=O)[O-])nn1Cc1ccccc1)N1CCc2ccccc21	5
O=C(Nc1nc(-c2cccs2)c(-c2ccccc2)s1)c1ccco1	9
Cc1cc(N/C(=N\S(=O)(=O)c2ccc(Cl)cc2)c2ccc(F)cc2)no1	3
COc1cc2c(C(=O)Nc3ccc(C(C)C)cc3)cn(CC(C)C)c(=O)c2cc1OC	-5
CCN(C(=O)CCc1nc(-c2ccc(OC)cc2)no1)c1ccccc1	0
O=C(NCc1cccnc1)c1ccc2c(c1)N(Cc1cccc(F)c1)C(=O)c1ccccc1S2	-34
COc1ccc(CC(=O)NCc2ccccn2)cc1OC	-14
O=C(NCC(c1cccnc1)N1CCN(c2ccccc2)CC1)OCc1ccccc1 (stereo not drawn)	1
Cc1ccc(S(=O)(=O)N(CC(=O)NCc2ccncc2)C2CCCCC2)cc1	0
O=C(CCNS(=O)(=O)c1ccc(Br)s1)Nc1ccc(Br)cc1	-24
O=C(CSc1nc2ccc(NC(=O)c3ccccc3Cl)cc2s1)NCC1CCCO1 (stereo not drawn)	-9
CCc1nnc(NC(=O)c2ccc(OC)c([N+](=O)[O-])c2)s1	-5
Cc1cc(C)c(NC(=O)c2cc(S(=O)(=O)N3CCN(c4ccccc4)CC3)ccc2F)c(C)c1	6
CCC(=O)N1c2ccc(S(=O)(=O)N(CCc3ccccc3)Cc3ccccc3)cc2CC1C (stereo not drawn)	-9
Cc1ccc(CNC(=O)CCSCc2ccccc2F)cc1	-7
CCCC(=O)Nc1cc(C(=O)O)ccc1Sc1ccc(Cl)cc1	0
CC1=C(C(=O)OCc2ccccc2)C(c2ccc([N+](=O)[O-])cc2)C2=C(CC(c3cccs3)CC2=O)N1 (stereo not drawn)	-4
CCOC(=O)CN1C(=O)COc2ccc(C)cc21	-6
Cc1c(NC(=O)CCc2nc(-c3ccccc3F)no2)cccc1[N+](=O)[O-]	-5
CCSc1ccc2nnc(-c3ccc(F)cc3)n2n1	-3
Cc1ccc([N+](=O)[O-])cc1S(=O)(=O)N(C)C	-7
CC(C)CCNC(=O)c1ccc2c(c1)N(Cc1ccccc1)C(=O)CS2	3
Nc1c(NCc2ccccc2)c2ccccc2oc1=O	-6
O=C(CCn1nc(-c2ccc(Cl)cc2)c2ccccc2c1=O)N1CCCCC1	-9
c1cc2c(cc1N1COc3cc4c(cc3C1)OCO4)OCCO2	3
Cc1c(C(=O)N2CCCCCC2)oc2ccccc12	0
O=C(c1ccc2ccccc2c1)N1CCN(c2ccc([N+](=O)[O-])cc2)CC1	4
Cc1cccc(NC(=O)C2CCCN2C(=O)OCC(C)C)c1 (stereo not drawn)	-4
CCOc1cc(C=Cc2ccc3cccc(O)c3n2)cc(Br)c1OC	-7
CCOC(=O)N1CCC(Nc2ncnc3c2cnn3-c2ccc(Cl)cc2)CC1	-8
COc1ccc(Cn2c(=S)[nH]c3cc(C(=O)Nc4ccc(C)c(F)c4)ccc3c2=O)cc1	-2
Cc1ccc2ncnc(Nc3ccccc3Cl)c2c1	-26
CC(CCc1ccccc1)NC(=O)C1CCN(S(=O)(=O)N2CCCCC2)CC1 (stereo not drawn)	-8&0
O=C1CN(C(=O)c2ccccc2)c2ccccc2N1	-7&6
O=C(O)CCCCCN1C(=O)c2cccc3c(Br)ccc(c23)C1=O	-2
COc1ccccc1N(CC(=O)NCc1ccccc1)S(C)(=O)=O	-3
COc1cc2c(cc1OC)C(C(=O)N1CC(C)CC(C)C1)C(c1cccnc1)N(C)C2=O (stereo not drawn)	-5
CC(NS(=O)(=O)c1ccccc1)C(c1cccs1)N1CCN(c2ccccc2)CC1 (stereo not drawn)	-6
CC(=O)N1CCCc2cc(S(=O)(=O)Nc3ccc(C)cc3C)ccc21	-2
Cc1ccc(N2CCN(C(=O)C3CCN(S(=O)(=O)c4cccnc4)CC3)CC2C)cc1 (stereo not drawn)	8
N#CCSc1nnc(-c2ccc(S(=O)(=O)N3CCOCC3)cc2)n1CC1CCCO1 (stereo not drawn)	3
COC(=O)[C@H](CCSC)NC(=O)NCc1ccc(S(N)(=O)=O)cc1	-3
COc1cc(C(=O)N2CCN(S(=O)(=O)c3ccc(C)cc3)CC2)ccc1OCc1c(C)noc1C	-1
CCCCSc1nnc2c(n1)OC(c1ccncc1)Nc1ccc(Br)cc1-2 (stereo not drawn)	-153

# Next entries
canonical_smiles	14-3-3g Raf
O=NN(CCCl)C(=O)NCCCl	-2
Cc1noc(NS(=O)(=O)c2ccc(NC(=O)c3c(-c4ccccc4Cl)noc3C)cc2)c1C	1
Cc1ccc(C)n1NC(=O)c1cccs1	0
CCOCCn1c(COc2ccccc2)nc2ccccc21	-3
CCCOc1ccc(N2C(=O)CC(N3CCOCC3)C2=O)cc1 (stereo not drawn)	3&-3
Cn1c2c(c(=O)n(C)c1=O)C(c1ccc(O)cc1)Nc1ccccc1O2 (stereo not drawn)	-2
COc1cc(C)c(C)cc1S(=O)(=O)N1CCN(Cc2ccccc2)CC1	0
CCOC(=O)C1=C(C)NC(SCC(N)=O)=C(C#N)C1c1ccncc1 (stereo not drawn)	-4
Cc1ccc(-n2c(Cn3cnc4ccccc43)nnc2SCC(=O)O)cc1	-4
CC1CCN(C(=O)c2c(NC(=O)c3ccco3)sc3c2CCC(C(C)(C)C)C3)CC1 (stereo not drawn)	-4
CCCOc1ccccc1C(c1c(C)n(C)n(-c2ccccc2)c1=O)c1c(C)n(C)n(-c2ccccc2)c1=O	0
O=C(CSc1nc2ccccc2[nH]1)NC(=O)NCc1ccco1	-17
Cc1oc2ccc(O)c(Cl)c2c1C(=O)O	-7
CCC1Oc2ccc(C)cc2N(CC(=O)N2CCN(Cc3ccccc3)CC2)C1=O (stereo not drawn)	3
O=C(O)c1cccc(NC(=O)c2cccc(NC(=O)C3CCCO3)c2)c1 (stereo not drawn)	2
COc1ccc(C(=O)c2ccccc2)c(OCC(=O)NC23CC4CC(CC(C4)C2)C3)c1	-5
COC(=O)c1ccc2c(=O)n(CC3CCCO3)c(=S)[nH]c2c1 (stereo not drawn)	10
O=C(O)c1ccc([N+](=O)[O-])c2c1NC(c1ccccc1)C1CC=CC21 (stereo not drawn)	-15
Cc1[nH]n(-c2ccccc2)c(=S)c1/C=N/c1nc(-c2ccccc2)cs1	-19
COc1cc(C(c2sc3nc(C)nn3c2O)N2CCN(c3ccccc3)CC2)cc(OC)c1OC (stereo not drawn)	-5
COc1cccc(-c2cc(C(=O)Nc3cc(C)cc(C)c3)c3ccccc3n2)c1	-2
CC(=O)Nc1c2c(nn1-c1ccc(C)cc1C)CSC2	-6&-1
Cc1sc2nc3c(C(=O)N4CCN(c5ncccn5)CC4)cccn3c(=O)c2c1C	0
COc1ccc(C(=O)N2N=C(C)CC2(O)c2ccc(Br)cc2)cc1 (stereo not drawn)	8
CCCCCc1ccc(CC(=O)O)cc1	-1
Cc1cccc(-n2cc(-c3ccccc3)nc2SCC(=O)NCCc2ccccc2)c1	-1
CC(C)C(C(=O)NCc1ccco1)N(C(=O)CNS(=O)(=O)c1ccccc1)C1CCCC1 (stereo not drawn)	-2
O=C(Nc1cccc(-c2nc3ccccc3c(=O)o2)c1)c1ccc(I)cc1	-2
COCCN1Cc2cccc(C(=O)Nc3ccc(OC)cc3OC)c2C1=O	-18
